HT1080 IDH1KD tx = HT-1080 IDH1 knockdown cell toxicity (counter line); 360,000 tested, 2% active; Potency, µM (doses to about 46.1 µM), for inactives: at the top dose activity, negative = toxicity, most hits filed as cytotoxic; HT-1080 IDH1 knockdown viability, ATP luminescence, 48 h; AID 686971;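 also: potency is read from the fitted curve at half-maximal effect; 0% = DMSO wells and -100% = cell-free medium wells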
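IDH1KD HT-1080 cells, 750/well, RPMI + 5% FBS; compound pinned after 2 h settling; 48 h, 37 °C; CellTiter-Glo luminescence; % activity normalised to DMSO and no-cell wells; curves fitted, classed by r2 and efficacy.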
SW480 rerep = inducers of DNA re-replication in SW480 colon cancer cells; Potency, µM (series often up to 46.1 µM), for inactives: at the highest dose re-replication activation, actives largely listed as activators; SW480 DNA re-replication, Hoechst DNA content imaging, 48 h; 340,000 tested, 1.8% active; also: potency is read from the fitted curve at half-maximal effect; % of control where 0% means no effect; nearly all actives have a fitted effect of over 55% in size
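First, 250 cells per well were seeded. Next, compound or vehicle (23 nL) was pinned in, plates sat 48 hr at 37 C. Finally Hoechst was added for 40 min before fluorescence scanning.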
S2 tox = viability counter-screen for ATXN expression inhibitors | S2 cells (HEK-293 line with an ATXN2-luciferase reporter) viability, CellTiter-Fluor protease fluorescence, 24 h | Potency, µM (top dose mostly 56.7 µM), hits mostly cytotoxic | 400,000 tested, 0.49% active; also: potency is read from the fitted curve at half-maximal effect; nearly all actives have a fitted effect of over 40% in size
KB-3-1 tox = KB-3-1 parental cell cytotoxicity. KB-3-1 viability, CellTiter-Glo ATP luminescence, 72 h. Potency, µM (titrated, usually from 46.1 µM), without a hit: at the top dose activity change, negative = cytotoxic, actives largely listed as cytotoxic. 400,000 tested, 1.4% active. AID 1347075; also: potency is read from the fitted curve at half-maximal effect; % is scaled to controls: 0 for no effect and ±100 for the full control effect; nearly all actives have a fitted effect of over 60% in size
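Using CellTiter-Glo luminescence, growth of non-resistant KB-3-1 adenocarcinoma cells is assessed 72 h after pin-tool compound addition at 37 °C. Normalized responses across the concentration series yield fitted curves.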
HT1080NT lethal = kills 2HG-producing HT-1080-NT fibrosarcoma cells | HT-1080-NT fibrosarcoma viability, CellTiter-Glo ATP luminescence, 48 h | Potency, µM (highest dose often 46.1 µM), for inactives: at the top dose activity, negative = less viability, usual class: cytotoxic | 360,000 tested, 1.6% active | AID 686970;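 also: NT is the 2HG producing partner of a matched IDH1 knockdown line; potency is read from the fitted curve at half-maximal effect; 0% = DMSO-treated cells and -100% = media-only wells without cells; nearly all actives have a fitted effect of over 55% in size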
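Compounds were tested in concentration-response format on HT-1080-NT cells for 48 hours at 37 degrees C. Cell viability came from CellTiter-Glo luminescence; curves were classified by r2, response magnitude and activity.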
KB-V1 cytotox = KB-V1 MDR subline cytotoxicity; KB-V1 MDR cells viability, CellTiter-Glo, 72 h; AID 1347076; Potency, µM (series often up to 46.1 µM), inactives show at the highest dose activity change, negative = cytotoxicity, actives largely listed as cytotoxic; 400,000 tested, 3.4% active; also: potency is read from the fitted curve at half-maximal effect; % is scaled to controls: 0 for no effect and ±100 for the full control effect; nearly all actives have a fitted effect of over 60% in size
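Cytotoxicity via CellTiter-Glo luminescence after 72 h compound exposure at 37 degrees C. Cells: drug-selected KB-V1 line, DMEM phenol-red free plus 10% FBS. Compounds tested at multiple concentrations; normalized data fitted to concentration-effect curves.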
ATXN2 expr inh = inhibitors of ATXN2 expression; HEK-293 ATXN2-luciferase reporter, luminescence, 24 h; Potency, µM (top dose mostly 57 µM), inactives show at the top dose activity change, negative = inhibition, hits mostly inhibitors; 360,000 tested, 0.72% active; also: potency is read from the fitted curve at half-maximal effect; % is scaled to controls: 0 for no effect and ±100 for the full control effect; nearly all actives have a fitted effect of over 55% in size
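ATXN2-luciferase reporter cells (luciferase flanked by upstream and downstream ATXN2 gene portions) were treated 24 h at 37 °C with compounds at up to 57 uM. SteadyGlo luminescence gave expression; GF-AFC fluorescence gave viability.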
IL1B secr inh = blocks inflammasome-driven IL-1 beta release | activity change, % at 57.5 µM | 360,000 tested, 4.7% active | THP-1 LPS/ATP IL-1B secretion, AlphaLISA, 16 h; active compounds read low | AID 743279; in the data active = activity change below about -50%; inconclusive = mostly about -30% to -49%; also: % is scaled to controls: 0 for no effect and ±100 for the full control effect
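Secreted IL-1B measured by AlphaLISA bead assay after 16 h compound exposure of THP-1 cells; compounds (final up to 57.5 uM) added 1 h before LPS (250 ng/mL) and ATP (1.25 mM) stimulation; lower signal means less secretion.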
MCF10A rerep = inducers of DNA re-replication in MCF 10A breast cells | Potency, µM (series often up to 46.1 µM), for inactives: top-dose activity, positive = re-replication, hits mostly activators | 350,000 tested, 2.9% active | MCF 10A DNA re-replication, Hoechst nuclear intensity, 48 h; also: potency is read from the fitted curve at half-maximal effect; % of control where 0% means no effect; nearly all actives have a fitted effect of over 50% in size
Active calls of the source: *; i = inactive; ? = inconclusive; · = not tested or not shown; & = joins results of further samples; [ ] = another dose, or the depositor's remark. Unless noted, calls follow the shape of the dose curve; as a rule, active = well fitted curve in the direction sought with a large enough effect; inconclusive = small, poorly fitted or top-dose-only effect, or another doubt; inactive = no such curve, though single readings can be large; an effect the other way counts as inactive or inconclusive.

SMILES	HT1080 IDH1KD tx	SW480 rerep	S2 tox	KB-3-1 tox	HT1080NT lethal	KB-V1 cytotox	ATXN2 expr inh	IL1B secr inh	MCF10A rerep
O=C(NNc1cccc(Cl)c1)c1cccnc1Cl	?	-1%	?	1%	-27%	22%	·	-1	25%
O=c1o[nH]c(-c2ccccc2)c1C=Nc1ccc(Cl)cc1	-19%	15%	i	3%	-5%	7%	-19%	0	8%
c1ccc(-n2ncc3cccnc32)cc1	14%	?	i	4%	9%	4%	·	33	1%
NC(=O)CSc1nc2ccc(NC(=O)COc3ccccc3)cc2s1	·	·	i	-2%	·	11%	0%	·	·
O=C(CSc1nc2ccccc2s1)NC1CCS(=O)(=O)C1 (stereo not drawn)	-4%	4%	i	2%	0%	-1%	2%	35	21%
Cc1cc(=O)[nH]c(SC(C(=O)O)c2ccccc2)n1 (stereo not drawn)	9%	3%	i	3%	14%	8%	5%	20	0%
Cc1ccc(CS(=O)(=O)CCC(=O)N2CCOCC2)cc1	-1%	-5%	i	13%	5%	9%	3%	7	19%
COc1ccc(/C=C/C(=O)c2ccccc2)c(OC)c1	?	?	i	1%	?	?	·	0	-1%
Cc1cccc(C)c1NC(=O)CNC(=O)c1cccnc1	8%	-13%	i	?	6%	-15%	8%	27	1%
CCOC(=O)C1CCc2c(ccc3ccccc23)N1CCC#N (stereo not drawn)	-26%	·	i	?	-14%	?	·	11	·
CCCC(=O)N1CCCC(c2cc(C(=O)Nc3ccc4c(c3)OCO4)no2)C1 (stereo not drawn)	-9%	·	i	0%	15%	6%	-8%	4	·
CC(C)C(=O)N1CCN(c2ccccc2NC(=S)NC(=O)c2ccco2)CC1	-7%	14%	i	6%	0%	-20%	-10%	-2	16%
O=[N+]([O-])c1ccc(N2CCOCC2)cc1NCCCO	0%	-6%	?	?	0%	?	-12%	-6	5%
C/C(=N\NC(=O)c1ccccc1O)C1CC1	-15%	16µM*	i	-10%	-29%	-5%	49%[activator]	16	2%
CCOc1cc(C(=S)N2CCOCC2)ccc1OC(=O)c1ccc(C)cc1	-11%	?	i	4%	-4%	-12%	-16%	0	0%

(further entries)
SMILES	HT1080 IDH1KD tx	SW480 rerep	S2 tox	KB-3-1 tox	HT1080NT lethal	KB-V1 cytotox	ATXN2 expr inh	IL1B secr inh	MCF10A rerep
O=C(CSc1nc2ccccc2n1Cc1ccccc1)N1CCN(c2ccc(F)cc2)CC1	·	·	i	11%	·	9%	10%	·	·
COc1cccc(Nc2ncnc3sc(C)cc23)c1	0%	-3%	i	-8%	3%	3%	·	13	2%
c1ccc(C(=C2CCCO2)c2ccccc2)cc1	0%	-4%	i	0%	9%	-2%	7%	11	1%
O=C(CN1C(=O)NC2(CCCC2)C1=O)N1CCN(S(=O)(=O)c2cc(Cl)ccc2Cl)CC1	-2%	-20%	i	-11%	1%	5%	8%	-6	5%
CC1(C)Cc2c(c(-c3ccccc3)[nH]c(=O)c2C#N)CS1	-1%	1%[9.22 µM]	i	0%	-1%	14%	-3%	0	0%
CN(C(=O)C(Cl)Cl)c1ccc(OC(=O)c2ccco2)cc1	-17%	6%&15%	i	0%	4%	4%	-5%&8%	22	12%&-2%
COCCn1c(SCc2cnc(-c3ccccc3)s2)nnc1-c1ccncc1	-17%	-4%	i	-2%	-6%	-17%	-4%	9	18%[9.22 µM]
COc1ccc(C2c3cc(OC)c(OC)cc3CC(=O)N2c2ccc(C)c(F)c2)cc1 (stereo not drawn)	·	·	i	?	·	-50%	-25%	·	·
CC(C)(C)NC(=O)C1c2ccccc2OCC(=O)N1Cc1ccco1 (stereo not drawn)	20%	·	i	8%	21%	52%	12%	8	·
Cc1ccc(Cl)cc1NC(=O)CN1CCOCC1	1%	-13%	i	-6%	18%	11%	-18%	-8	0%
COc1ccc(S(=O)(=O)N(C)C[C@@H]2OCc3cnnn3CCCC(=O)N([C@H](C)CO)C[C@@H]2C)cc1	7%	·	i	13%	20%	28%	9%	9	·
Cc1onc(-c2c(Cl)cccc2Cl)c1C(=O)c1c[nH]c(C(=O)NC2CC2)c1	-15%	0%	i	-8%	-6%	-10%	-3%	19	-11%
O=C(Nc1cccc(S(=O)(=O)N2CCOCC2)c1)c1cc([N+](=O)[O-])ccc1N1CCOCC1	0%	-2%	i	-14%	0%	-19%	4%	5	1%
CSC1=NC2(CCCCC2)CC12C=CC(=O)C=C2	-5%	0%	i	11%	-26%	?	-15%	22	1%
Cc1ccccc1C(=O)N1CCN(S(=O)(=O)c2ccccc2)CC1	1%	0%	i	·	-3%	·	-4%	-15	-1%

(continued)
SMILES	HT1080 IDH1KD tx	SW480 rerep	S2 tox	KB-3-1 tox	HT1080NT lethal	KB-V1 cytotox	ATXN2 expr inh	IL1B secr inh	MCF10A rerep
O=C(COC(=O)c1cccc([N+](=O)[O-])c1)NCc1cccs1	7%	-5%	i	-3%	1%	-16%	-17%	19	2%
Cc1ccccc1OCC(=O)OCC(=O)N1CCc2ccccc21	3%	0%	i	-7%	0%	2%	0%	6	7%
COc1cccc(NC(=O)c2cccc(S(=O)(=O)N3CCN(Cc4ccccc4)CC3)c2)c1	-5%	?	i	-22%	-3%	-22%	-14%	?	?
Cn1ncc([N+](=O)[O-])c1C(=O)NCc1ccccc1	-8%	-2%	i	0%	3%	-3%	2%	-6	26%
COc1cc(-c2cc(C(=O)N(C)Cc3ccccc3)c3ccccc3n2)cc(OC)c1OC	-17%	-15%	i	?	-7%	?	-11%	-23	12%
COc1ccccc1-c1nc2ccccc2n(CC(C)C)c1=O	0%	·	·	-13%	1%	?	·	15	·
O=C(Cc1ccc(F)cc1)NCCc1ccccc1	1%	-4%	i	6%	-3%	8%	3%	12	-9%
CC(=O)c1ccc(-c2ccc(C(=O)NCC3CCCO3)o2)cc1 (stereo not drawn)	2%	1%	i	19%	0%	-16%	-6%	6	8%
Cc1occc1-c1nnc(SCC(=O)c2ccc(Cl)cc2)n1CC1CCCO1 (stereo not drawn)	9%	0%[9.22 µM]	i	3%	14%	7%	-1%	-17	-2%
CC(C)NC(=O)CSc1nnc(COc2ccccc2Cl)o1	3%	0%	i	18%	-1%	?	1%	26	0%
CC1CC2(CCCCC2)Nc2ccc3ccccc3c21 (stereo not drawn)	-6%	?	i	2%	2%	1%	-13%	30	?
COc1ccc(C2(O)CN(c3ccc(C)cc3)C3=[N+]2CCCC3)cc1 (stereo not drawn)	-9%	-9%	i	4%	-9%	-1%	-23%	-13	0%
Cc1ccc(CNCC(O)(c2ccc(F)cc2)c2ccc(F)cc2)cc1	-17%	?	i	-18%	-21%	-26%	-32%	-16	?
Cc1ccc(F)c(NC(=O)Nc2ccc3snnc3c2)c1	·	·	i	5%	·	26%	12%	·	·
N#Cc1cccc(S(=O)(=O)N2CCN(c3ccnc4cc(Cl)ccc34)CC2)c1	-14%	-1%	i	-4%	-14%	-27%	?	-16	-15%

(list continues)
SMILES	HT1080 IDH1KD tx	SW480 rerep	S2 tox	KB-3-1 tox	HT1080NT lethal	KB-V1 cytotox	ATXN2 expr inh	IL1B secr inh	MCF10A rerep
CCC(CC)C(=O)Nc1nnc(S(=O)(=O)N2CCCc3ccccc32)s1	-8%	0%	i	-1%	0%	0%	2%	19	4%
O=C(COC(=O)c1cccc(S(=O)(=O)N2CCN(c3ccccc3)CC2)c1)NCc1ccco1	6%	-5%	i	-26%	5%	?	2%	0	13%
COc1cc(C2Nc3cc(Cl)c(S(N)(=O)=O)cc3S(=O)(=O)N2)cc(OC)c1OC (stereo not drawn)	13%	1%	i	1%	15%	6%	3%	10	2%
c1ccc(-c2cnc(CSc3nnc4ccccn34)o2)cc1	1%	1%	?	2%	5%	?	-4%	-9	5%
Cc1ccc(OC2CCN(C(=O)[C@H]3O[C@@H](n4ccc(N)nc4=O)[C@H](O)[C@@H]3O)CC2)cc1	9%	·	i	0%	28%	1%	-1%	14	·
COc1ccccc1CNC(=O)c1ccccc1NC(=O)c1nsc2ccccc12	·	·	i	2%	·	-1%	16%	·	·
CCOC(=O)C(Cc1ccc(NC(=O)/C(=C/c2ccc(OC(C)=O)cc2)NC(C)=O)cc1)N1C(=O)c2ccccc2C1=O (stereo not drawn)	21%	-3%	i	7%	0%	17%	-3%	0	3%
Cc1cccc(NC(=S)NNC(=O)c2csc(C)c2)c1	11%	1%	i	2%	11%	9%	25%	4	-3%
CCN(CC)CCNC(=O)C(=O)Nc1cc2c3c(c1)CCC(=O)N3CCC2	4%	-10%	i	-16%	9%	-17%	23%	-62*	0%
CCn1c(SCC(=O)Nc2ccccc2F)nnc1-c1ccoc1C	22%	3%	i	-1%	15%	?	-9%	-6	0%
CCOC(=O)N1CCN(C(=O)/C(=C/c2ccc(Br)cc2)NC(=O)c2ccc(OC)cc2)CC1	-1%	-4%	?	2%	5%	18µM*	3%	0	3%
Cc1ccc(C(CCN(Cc2ccccc2)C(=O)c2ccco2)c2ccco2)cc1 (stereo not drawn)	-17%	2%	i	-9%	-25%	?	-11%[11.3 µM]	-6	?
CCOC(=O)c1sc(NC(=O)CC(C)c2ccccc2)nc1C (stereo not drawn)	9.2µM*	?	i	?	?	?	-19%	14	27%
COc1ccc(Cl)cc1NC(=S)N1CCN(c2ccccn2)CC1	-10%	9%	i	-3%	0%	-19%	2%	-10	?
CC1CCCN(CCCOc2ccc(Cl)cc2Br)C1 (stereo not drawn)	-19%	6%	i	?	-1%	16µM*	19%	-3	?
O=C(NCC(=O)N(Cc1ccco1)C(C(=O)NC1CCCCC1)c1cccnc1)c1ccco1 (stereo not drawn)	16%	-4%	i	2%	16%	18%	2%	6	15%

Outcome played no part in choosing rows (roughly 11% active in at least one column).
